Assay outcomes as filed in PubChem.
JMJD2C inh: inhibitors of GASC-1 histone demethylase, primary screen, biochemical, fluorescence, DELFIA europium; 330,000 tested, 0.069% active; AID 2099, 2009; GST-JMJD2C(1-420) H3K9me3 demethylation; inhibition, % at 2.35 µM;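 active means more than half of a compound's replicate wells show inhibition beyond 50%, single wells judged on their own value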;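 further: signal counts dimethyl H3K9 product captured on neutravidin plate; 0% = median of DMSO wells and 100% = 0.3 times that DMSO median; strong numbers were not always called active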
Target sequence (Q9H3R0 1-420 limits assumed): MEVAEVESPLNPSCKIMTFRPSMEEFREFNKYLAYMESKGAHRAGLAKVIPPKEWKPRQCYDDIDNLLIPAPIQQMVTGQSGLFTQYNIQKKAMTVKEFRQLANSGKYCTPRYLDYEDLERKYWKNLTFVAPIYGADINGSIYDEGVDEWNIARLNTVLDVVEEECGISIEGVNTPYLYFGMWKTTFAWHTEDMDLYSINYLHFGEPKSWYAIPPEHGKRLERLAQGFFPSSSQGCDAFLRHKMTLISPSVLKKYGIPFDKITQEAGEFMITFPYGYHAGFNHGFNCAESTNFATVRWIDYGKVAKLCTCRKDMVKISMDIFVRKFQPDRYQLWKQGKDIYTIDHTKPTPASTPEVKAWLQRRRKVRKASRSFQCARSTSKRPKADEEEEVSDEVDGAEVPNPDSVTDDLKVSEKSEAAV
RPL19A-GFP yeast: RPL19A-GFP expression modulators in yeast, primary screen, cell-based, S. cerevisiae, multiplex flow cytometry, MLPCN | S. cerevisiae RPL19A-GFP strain, 3 h; active compounds read low | percent response vs DMSO, % at 10 µM | 330,000 tested, 0.3% active;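 active means percent response vs DMSO below 50%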;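 further: median channel GFP fluorescence of the barcoded RPL19A-GFP strain; ratio of sample median GFP to plate DMSO average so 100% = DMSO; lower means less RPL19A-GFP as with rapamycin TOR inhibition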
procasp3 activ: activators of human procaspase-3 D3A mutant, primary screen, biochemical, absorbance, PC-3 D3A mutant, single concentration | 330,000 tested, 0.11% active | recombinant procaspase-3 D3A, Ac-DEVD-pNA absorbance 405 nm | activation, % at 8.5 µM | Caspase-3 (Homo sapiens), P42574;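 active means activation above the mean of all tested compounds plus 3 SD, cut at about 21% in these data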;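 further: 0% = DMSO alone and 100% = DMSO wells spiked with extra 5 µM PC-3 D3A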
Target sequence (P42574 whole entry D9A/D28A/D175A): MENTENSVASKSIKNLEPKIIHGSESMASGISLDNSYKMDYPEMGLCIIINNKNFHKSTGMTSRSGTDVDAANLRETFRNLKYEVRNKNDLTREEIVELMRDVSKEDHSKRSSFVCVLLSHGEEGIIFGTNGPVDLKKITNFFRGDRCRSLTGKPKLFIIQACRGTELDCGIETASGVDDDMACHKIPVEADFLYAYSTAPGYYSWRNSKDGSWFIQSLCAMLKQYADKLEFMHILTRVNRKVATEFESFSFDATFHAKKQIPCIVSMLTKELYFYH
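Assay system: Autoprocessing-dead procaspase-3 D3A mutant enzyme; also added: Ac-DEVD-pNA; doses: one concentration, 8.5 µM nominal, 0.8% DMSO; times: 1 h compound preincubation, 2 h substrate hydrolysis at 25 °C; technique: 405 nm absorbance of p-nitroaniline, reads at 0 and 120 min; measure: % activation between DMSO and enzyme-spiked controls; repeats: single replicate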
AHR activator: AHR activators, primary screen, cell-based, luminescence, luciferase reporter, human. AHR-responsive luciferase reporter cells. activation, % at 5 µM. 320,000 tested, 2.5% active; in the data active means activation above about 47%;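 further: 0% = vehicle wells and 100% = reference agonist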
Yeast superoxide: reduction of superoxide in aged yeast, primary screen, HTS; superoxide response (% of plate mean), % at 10 µM; 330,000 tested, 0.18% active; AID 2690, 2010; S. cerevisiae aged cells, superoxide DHE fluorescence; active compounds read low;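 active means superoxide response under a set limit, about three screen SD below normal, cut at about 65% in these data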;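 further: yeast aged for seven days with compound at 30 °C before DHE staining; 100% = average MFI of all compound-treated wells on the plate with controls excluded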
MEP2-GFP yeast: modulators of MEP2-GFP levels in yeast, primary screen, S. cerevisiae, multiplex flow cytometry, MLPCN library; S. cerevisiae MEP2-GFP strain, 3 h; 100% = DMSO control level; GFP response vs DMSO, % at 10 µM; 330,000 tested, 0.51% active; AID 2016, 2009;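 active means GFP response versus DMSO above a set limit, roughly screen mean plus 3 SD, cut at about 180% in these data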;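 further: median GFP fluorescence of the barcode-gated MEP2-GFP cells per well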
proCasp7 act: procaspase-7 activators, primary screen, counter-screen for procaspase-3 activator project, biochemical, absorbance, HTS, human | AID 463210, 2010 | Caspase-7 (Homo sapiens), P55210 | activation, % at 8.5 µM | recombinant procaspase-7, Ac-DEVD-pNA absorbance 405 nm; D23A/D198A/D206A triple mutant, cannot self-cleave; scale: DMSO 0, 5 µM enzyme 100 | 330,000 tested, 0.093% active;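 active means percent activation above the screen-wide mean plus 3 SD, cut at about 25% in these data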
Target sequence (P55210 whole entry D23A/D198A/D206A): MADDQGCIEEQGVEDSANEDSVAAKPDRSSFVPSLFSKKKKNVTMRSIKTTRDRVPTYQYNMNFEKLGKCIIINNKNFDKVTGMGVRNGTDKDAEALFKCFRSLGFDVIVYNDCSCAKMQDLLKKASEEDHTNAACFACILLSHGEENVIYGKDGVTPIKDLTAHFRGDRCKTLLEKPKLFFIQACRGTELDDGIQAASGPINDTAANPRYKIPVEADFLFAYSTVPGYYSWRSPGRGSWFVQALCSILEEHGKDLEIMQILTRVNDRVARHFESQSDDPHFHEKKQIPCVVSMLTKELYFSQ
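Test system: Procaspase-7 triple mutant (PC-7 D3A). Also added: Ac-DEVD-pNA substrate, 400 µM as added. Schedule: 1 h enzyme–compound preincubation and 2 h substrate reaction, both 25 °C. Signal: p-Nitroaniline absorbance at 405 nm, read at 0 and 120 min. Control set: low DMSO alone, high DMSO plus 5 µM PC-7.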
LAP4-GFP MLPCN: modulators of LAP4-GFP expression in yeast, primary screen, S. cerevisiae, multiplex flow cytometry, MLPCN library | 3 h; median GFP as percent of DMSO wells | GFP response vs DMSO, % at 10 µM | 320,000 tested, 0.34% active;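 active means GFP response vs DMSO above a set limit, about the screen mean plus 3 SD, cut at about 150% in these data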
Active calls of the source: *; · = no result given.

SMILES	JMJD2C inh	RPL19A-GFP yeast	procasp3 activ	AHR activator	Yeast superoxide	MEP2-GFP yeast	proCasp7 act	LAP4-GFP MLPCN
CC1=NN(c2ccccc2)C(=O)C1N=Nc1ccc(N)cc1 (stereo not given)	10	98	-2	49*	96	93	-13	·
COC(=O)[C@H](CC(C)C)NS(=O)(=O)c1ccccc1	28	103	-4	-4	99	96	-3	110
O=C(CCC(=O)N(CC(=O)NC1CCCC1)C1CCCCC1)Nc1ccccn1	1	98	-1	1	99	102	14	90
COc1cc2cc(CCOC(=O)c3ccc(F)cc3)oc(=O)c2cc1OC	5	97	-2	-1	99	91	14	100
Cc1cc2occ(CC(=O)Nc3nccs3)c2cc1C(C)C	5	106	5	10	106	105	-3	101
COc1ccc(NC(=O)Nc2cc3oc4ccccc4c3cc2OC)cc1	-5	102	-6	74*	111	111	-1	102
CCCCN(CCCC)C(=O)C[n+]1cccc(/C=N/O)c1	6	103	8	0	95	103	-8	89
O=C(CCCn1c(=O)c2sccc2n(CC(=O)NCc2ccco2)c1=O)NCc1ccco1	-11	103	-4	1	88	116	3	104
C[C@H]1COC(=O)[C@H](Cc2ccc(F)cc2)C/C=C\C[C@H](CC(=O)NCCO)C(=O)N1	23	90	2	0	81	89	1	89
CC(OC(=O)C1=COCCO1)C(=O)Nc1cccc(S(=O)(=O)N2CCOCC2)c1 (stereo not given)	-20	102	6	-2	88	104	-1	107
CN1CCN(CCC(=O)Nc2ccccc2)CC1	0	104	1	3	95	99	-5	84
Cc1ccc(S(=O)(=O)N(C)CC(=O)N2CCN(Cc3ccc4c(c3)OCO4)CC2)cc1	-13	108	2	0	79	106	9	90
COc1ccc(CN2CCN(CC=C(C)C)C(CCO)C2)cc1Cn1cncn1 (stereo not given)	2	102	3	3	94	103	0	96
Cc1ccc(O)c(C(=O)c2cnn(C(=O)COc3ccccc3C#N)c2)c1	17	97	3	1	89	95	3	102
O=C(COC(=O)c1ccc(F)cc1)NCCCc1ccccc1	7	105	6	0	99	108	-5	103
O=C1CC2(CCN(C(=O)c3c(F)cccc3Cl)CC2)Oc2ccccc21	-17	93	-4	0	101	99	2	94
CC1(C)C(=O)OC(/C=C\c2ccccc2)C(C)(C)C1=O (stereo not given)	-9	92	6	3	107	95	-1	102
CC(=O)N1CCN(S(=O)(=O)c2ccc(F)c(Cl)c2)CC1	0	100	3	2	105	99	5	95
C=CCN1C(=O)NC(c2ccccc2)(C(F)(F)F)S/C1=C(\C#N)c1nnc(N2CCOCC2)n1-c1ccccc1 (stereo not given)	2	99	-7	-1	78	105	-16	94
Cc1cc(NS(=O)(=O)c2ccc(NC(=O)COc3ccc(C#N)cc3)cc2)nc(C)n1	9	97	6	2	95	91	4	108
N#C/C=C/N1CCN(Cc2ccc3c(c2)OCO3)CC1	3	106	0	10	90	101	-3	84
O=C(CCNc1cc(Cl)cc(Cl)c1)c1cccs1	6	105	-5	12	98	115	-13	126
CCOC(=O)C1=C(C)N=C2SC(C)C(=O)N2C1c1ccc(OC(C)=O)c(OC)c1 (stereo not given)	-2	98	-7	4	99	98	-10	99
Cn1c2ccccc2c(=O)c2c(=O)n(-c3ccc(F)cc3)c(-c3cccs3)nc21	-4	98	-1	-4	90	91	2	106
Cc1nc(SCC#N)c2c(C)c(C)sc2n1	43	102	-1	-23	97	103	-10	109
Continued:
SMILES	JMJD2C inh	RPL19A-GFP yeast	procasp3 activ	AHR activator	Yeast superoxide	MEP2-GFP yeast	proCasp7 act	LAP4-GFP MLPCN
Cc1ccc(S(=O)(=O)c2nc(-c3ccccc3)oc2N2CCC(C(N)=O)CC2)cc1	3	97	-3	1	99	83	-12	65
CCN(c1ccccc1)S(=O)(=O)c1cc2c3c(c1)C(C)C(=O)N3CCC2 (stereo not given)	-11	110	4	0	107	107	14	113
CC(=O)O[C@H]1C[C@@]2(C)[C@@H](C[C@@H](O)[C@H]3[C@@]4(C)CC[C@@H](O)[C@@H](C)C4CC[C@@]32C)/C1=C(\CCC=C(C)C)C(=O)O (stereo not given in full)	-17	109	-8	-1	93	108	-12	115
CC(=O)Nc1ccc(NC(=O)CN2C(=O)NC3(CCCCCCC3)C2=O)cc1	·	101	-2	1	103	106	2	90
C/C(=N\NC(=O)c1cccc(N/N=C(\C)c2ccncc2)c1)c1ccncc1	1	107	4	67*	95	109	-7	95
O=C(Cn1cnc2ccccc2c1=O)c1c[nH]c2ccccc12	4	98	-2	9	96	111	8	105
O=C(Nc1ccccc1)c1ccc(CN2CCC(Cc3ccccc3)CC2)cc1	-3	105	0	0	104	101	1	106
CCCc1c(NC(=O)Nc2ccc(F)cc2)cnn1-c1ccccc1	32	93	-8	7	61*	88	3	101
O=C(C[C@@H]1C/C=C\C[C@H](Cc2ccc(F)cc2)C(=O)OC[C@H]2CCCN2C1=O)N[C@H](CO)Cc1ccccc1	7	99	-6	-1	127	90	5	93
Cc1cc(C)n(C(=O)c2ccc([N+](=O)[O-])cc2N)n1	4	94	4	3	97	102	1	95
Oc1ccc2ccccc2c1CN1CCCC1	-20	107	-13	15	99	102	-11	96
Cc1ccnc(NC(=O)Cc2ccc(F)cc2)n1	-8	99	-1	3	87	98	-9	97
CCc1nn(-c2ccccc2)c(N)c1C#N	6	107	1	1	95	108	6	95
Cc1onc(C(=O)NN)c1C(=O)N1CCN(C(c2ccccc2)c2ccccc2)CC1	-2	92	-4	1	104	89	-14	91
Cc1ccc(NC(=O)C(C)SCc2nc3sc(C)c(C)c3c(=O)[nH]2)nc1 (stereo not given)	-2	98	-8	4	106	102	-10	96
COc1cc(C(=O)O/N=C(\N)c2ccc([N+](=O)[O-])cc2)cc(OC)c1OC	1	103	-1	-2	125	103	6	88
COC(=O)c1cc(NC(=O)CC2SC(=Nc3ccccc3)N(CCc3c[nH]c4ccccc34)C2=O)cc(C(=O)OC)c1 (stereo not given)	-7	98	5	14	104	96	14	99
O=C(COc1ccccc1Cl)N(Cc1ccco1)C1CCS(=O)(=O)C1 (stereo not given)	-1	97	6	0	94	100	-9	101
N#Cc1c(N2CCOCC2)nsc1-c1ccccc1	16	106	5	-4	90	107	1	105
O=C1OCC(CO)(CO)N=C1NNc1ccc(Cl)c(Cl)c1	1	106	-15	14	95	113	-8	105
CCN(c1ccccc1)S(=O)(=O)c1ccc(C(=O)N2CCOCC2)cc1	-5	92	7	0	94	91	3	99
O=C(O)CCNS(=O)(=O)c1ccccc1Br	-8	102	-2	0	94	100	8	102
O=C1CCC(C(=O)OCc2cc(Cl)ccc2OC(F)F)N1 (stereo not given)	-4	102	-2	3	92	103	0	110
CCOC(=O)C(=O)Nc1cc(Cl)ccc1C	4	101	8	0	66	114	-9	94
O=C(CSc1ccc2ccccc2c1)Nc1ccncc1	-4	111	4	1	102	112	0	122

Given with each value named: entries from further up.
> O=C(CSc1ccc2ccccc2c1)Nc1ccncc1
  JMJD2C inh: -4; RPL19A-GFP yeast: 111; procasp3 activ: 4; AHR activator: 1; Yeast superoxide: 102; MEP2-GFP yeast: 112; proCasp7 act: 0; LAP4-GFP MLPCN: 122

> Cc1onc(C(=O)NN)c1C(=O)N1CCN(C(c2ccccc2)c2ccccc2)CC1
  JMJD2C inh: -2; RPL19A-GFP yeast: 92; procasp3 activ: -4; AHR activator: 1; Yeast superoxide: 104; MEP2-GFP yeast: 89; proCasp7 act: -14; LAP4-GFP MLPCN: 91

Pulled by compound from above, 3 records:
SMILES	JMJD2C inh	RPL19A-GFP yeast	procasp3 activ	AHR activator	Yeast superoxide	MEP2-GFP yeast	proCasp7 act	LAP4-GFP MLPCN
O=C1CCC(C(=O)OCc2cc(Cl)ccc2OC(F)F)N1 (stereo not given)	-4	102	-2	3	92	103	0	110
O=C(COc1ccccc1Cl)N(Cc1ccco1)C1CCS(=O)(=O)C1 (stereo not given)	-1	97	6	0	94	100	-9	101
O=C(Cn1cnc2ccccc2c1=O)c1c[nH]c2ccccc12	4	98	-2	9	96	111	8	105

Next part
SMILES	JMJD2C inh	RPL19A-GFP yeast	procasp3 activ	AHR activator	Yeast superoxide	MEP2-GFP yeast	proCasp7 act	LAP4-GFP MLPCN
O=c1ccc2ccc(O[C@@H]3O[C@H](CO[C@@H]4OC[C@](O)(CO)[C@H]4O)[C@@H](O)[C@H](O)[C@H]3O)cc2o1	-2	102	9	-1	98	97	11	106
CC(C)CC1Nc2ncnc(N3CCOCC3)c2N(Cc2ccccc2)C1=O (stereo not given)	·	106	1	0	99	102	-3	104
CC(C)(C)C1=C(C#N)C(c2ccncc2)C(C#N)=C(N)O1 (stereo not given)	11	99	8	0	93	103	0	93
Nc1c(NCc2ccccc2F)c(=O)[nH]c(=O)n1Cc1ccccc1	7	106	1	7	107	101	10	101
CCCCN1C(=O)Cc2c1nc(N)c1c(N)nc(N(CCC)CCC)c(C#N)c21	0	100	-22	2	114	96	-25	101
O=C(O)CSc1nnnn1-c1ccccc1	-2	97	7	-4	109	102	-6	96
O=C(c1cccc(C(F)(F)F)c1)N1CCCCCC1	13	105	3	0	106	98	-8	108
COc1ccc(/C=N/Nc2nonc2N)cc1OC	-6	99	-5	14	93	103	10	99
O=C(CBr)N1CCc2ccccc2C(c2ccccc2)C1 (stereo not given)	4	97	-5	-3	99	92	-3	97
Cc1cc(C)c2nc(SCC(=O)Nc3ccccc3N3CCOCC3)c(C#N)cc2c1	7	99	-6	11	99	101	3	100
Cc1cccc(NC(=O)CCCCC(=O)Nc2cccc(C)c2)c1	0	97	11	-1	114	99	6	112
CSc1nnc2c(n1)OC1(Nc3ccccc3-2)C(=O)Nc2ccccc21 (stereo not given)	-3	96	-10	6	144	107	-3	120
Cc1nn(Cc2ccccc2)c(C)c1C(=O)NCC(c1cccs1)N1CCOCC1 (stereo not given)	-6	90	11	-2	108	94	2	98
CCCOc1ccc(/C=N/NC(=S)Nc2ccccc2[N+](=O)[O-])c(O)c1	-7	103	-5	-1	99	101	-14	108
COc1cc(C(=O)N2CCNCC2)cc(OC)c1OC	5	104	3	0	100	105	5	88
CC(=O)Nc1ccccc1NC(=O)C/C(C)=N/NC(=O)c1cccnc1	-4	98	8	18	91	109	10	101
COc1cccc(CC(=O)NC2CCCN(Cc3ccc(Cl)cc3)C2)c1 (stereo not given)	3	101	9	-1	108	97	8	82
CC(C)(C)NC(=O)c1ccc2c3c(cccc13)CC2	-7	96	-7	4	131	93	2	93
CCC(=O)NNc1nc2c(C)cccc2s1	-10	88	0	23	113	99	4	91
O=C(c1cccs1)N1CCN(C(=O)N2CCOCC2)CC1	5	99	4	0	107	109	3	101
O=C1N/C(=C\c2ccc(O)cc2)C(O)=C1C=NCc1ccccc1	15	106	-1	3	107	107	2	91
Cc1ccc(-n2ncc3c2CCCC3NC(=O)CCc2cnn(C)c2)cc1C (stereo not given)	8	107	-2	0	84	102	5	79
COc1ccc(C2=NOC(C)(c3nnc(-c4ccc(Cl)cc4)o3)C2)cc1 (stereo not given)	1	103	0	0	96	90	0	144
COc1ccc(Cl)cc1NC(=O)CN1CCc2ccccc21	4	103	0	17	107	104	1	96
CCC(C(=O)Nc1cnccn1)c1ccccc1 (stereo not given)	-30	102	3	-1	99	103	-4	100

This is a random part of the collection; about 3.8% have a hit in one of these screens.
